# KDM4E inh = blocks human JMJD2E demethylase activity; Potency, µM (highest dose often 57.1 µM), for the others: at the highest dose activity change, negative = inhibition, most hits filed as inhibitors; B2RXH2; JMJD2E catalytic domain, FDH-coupled NADH fluorescence (FDH is formaldehyde dehydrogenase); 230,000 compounds, 1.6% hits; AID 2147; active means well fitted inhibition curve with a large enough effect, not every such curve was filed as active; inconclusive means small, poorly fitted or top-dose-only effect, or another doubt; inactive means no such curve, though single readings can be large or run the other way;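 further: 0% = wells with enzyme and -100% = buffer wells without enzyme; nearly all actives have a fitted effect of over 50% in size; many of its hits are not listed in these tables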
# Lamin A splicing = modulators of lamin A splicing | Potency, µM (top dose mostly 46.1 µM), for the others: at the top dose ratio change, negative = inhibition, actives largely listed as inhibitors | 200,000 compounds, 0.01% hits | HeLa LMNA splicing GFP/RFP minigene ratio, 48 h; active means well fitted inhibition curve with a large enough effect in the signal ratio, with a control signal flat, not every such curve was filed as active; inconclusive means small, poorly fitted or top-dose-only effect, or effect the other way, or a change in a side signal; the % refers to the signal ratio; further: on the % scale 0 is the no-effect control and ±100 the full control effect
#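 Read-out is the ratio of GFP to DsRed2 object intensity, acquired by 488 nm laser-scanning cytometry on HeLa lamin A-EGFP minigene reporter cells. Compound incubation 48 hrs at 37 °C in Opti-MEM with 2% FBS; DMSO 0.5% final.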
# SMN2 splice up = increases expression of the SMN2 splice variant; AID 1458; HEK293 SMN2-luciferase splicing reporter, luminescence, 30-36 h; 210,000 compounds, 2.8% hits; Potency, µM (doses to about 46.1 µM), for the others: top-dose activity change, positive = activation, actives largely listed as activators; further: % of control where 0% means no effect; nearly all actives have a fitted effect of over 55% in size
#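 HEK293 cells carry an SMN2 minigene-luciferase reporter in which exon 7 inclusion puts luciferase in frame. Cells were seeded at 2000 cells/well, attached for 10-12 hours, then exposed to compounds for 30-36 hours at 37C before ONE-Glo luminescence.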
# ALDH1A1 block = inhibitors of human aldehyde dehydrogenase 1A1. Purified ALDH1A1, NADH fluorescence, propionaldehyde substrate. 220,000 compounds, 7.3% hits. P00352. Potency, µM (titrated, usually from 75.3 µM), for inactives: top-dose activity, negative = inhibition, actives largely listed as inhibitors; active means well fitted inhibition curve with a large enough effect, not every such curve was filed as active; inconclusive means small, poorly fitted or top-dose-only effect, or another doubt; inactive means no such curve, though single readings can be large or run the other way;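 further: plate controls were no enzyme wells and a reference inhibitor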
# RECQ1 helicase = blocks DNA unwinding by human RECQ1. 240,000 compounds, 0.54% hits. RECQ1 DNA unwinding, red fluorescence kinetic read. AID 2549. Potency, µM (top dose mostly 57.3 µM), inactives show top-dose activity, negative = inhibition, usual class: inhibitors;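 further: plate controls were vehicle for no effect and no enzyme for full effect; nearly all actives have a fitted effect of over 30% in size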
# Target sequence (P46063 whole entry, looked up): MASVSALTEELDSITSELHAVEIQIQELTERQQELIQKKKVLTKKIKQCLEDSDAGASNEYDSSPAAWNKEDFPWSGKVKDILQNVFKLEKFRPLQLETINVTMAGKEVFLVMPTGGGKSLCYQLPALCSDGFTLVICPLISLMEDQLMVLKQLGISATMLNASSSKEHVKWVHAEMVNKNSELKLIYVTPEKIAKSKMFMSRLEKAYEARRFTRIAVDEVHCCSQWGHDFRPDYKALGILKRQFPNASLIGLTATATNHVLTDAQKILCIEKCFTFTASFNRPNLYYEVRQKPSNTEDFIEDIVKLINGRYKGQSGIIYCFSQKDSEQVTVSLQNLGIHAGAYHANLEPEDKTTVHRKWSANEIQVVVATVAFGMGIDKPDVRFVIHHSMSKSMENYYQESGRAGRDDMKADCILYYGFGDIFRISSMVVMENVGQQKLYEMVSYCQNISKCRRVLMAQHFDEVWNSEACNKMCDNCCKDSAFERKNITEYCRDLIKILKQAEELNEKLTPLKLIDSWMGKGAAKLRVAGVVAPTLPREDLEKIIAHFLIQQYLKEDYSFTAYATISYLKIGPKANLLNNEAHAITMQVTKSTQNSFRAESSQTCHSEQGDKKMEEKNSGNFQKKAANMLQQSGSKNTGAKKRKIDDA
#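 50 nM RECQ1T1 preincubated 15 min with compound in Tris pH 8.0 buffer with MgCl2, DTT, Tween-20 and 2.5 ug/ml poly(dI-dC); started with 200 nM TAMRA/BHQ-2 forked duplex and 2 mM ATP. Unwinding read as fluorescence (525/598 nm), two reads 2 h apart.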
# TexasRed fluor = counter-screen for TRb-SRC2 inhibitors: fluorescence interference | TRb/SRC2 Texas Red total fluorescence interference | Potency, µM (titrated, usually from 106 µM), inactives show at the top dose fluorescence change, negative = quenching | 280,000 compounds, 0.29% hits; active means well fitted curve in either direction with a large enough effect; inconclusive means small, poorly fitted or top-dose-only effect; further: on the % scale 0 is the no-effect control and ±100 the full control effect
#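 Flags fluorescent or light-absorbing compounds by total fluorescence, S + 2P, at 555 nm excitation and 632 nm emission. Mixture: 20 nM Texas Red SRC2 peptide, 0.6 uM human TRb LBD, 1 uM T3, 5% DMSO; compound exposure 5 h at ambient temperature.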
# TRb SRC2 PPI = inhibitors of human thyroid hormone receptor beta-SRC2 interaction; P10828; TRbeta-SRC2 peptide binding, fluorescence polarization; receptor liganded with 1 µM T3; Potency, µM (highest dose often 106 µM), without a hit: top-dose activity change, negative = inhibition, usual class: inhibitors; 280,000 compounds, 0.065% hits; AID 1469;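 further: plate controls were bound peptide for no effect and peptide without receptor for full effect; nearly all actives have a fitted effect of over 50% in size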
#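 Human TRb ligand-binding domain (0.6 uM) is mixed with 20 nM Texas Red SRC2 peptide and 1 uM T3; after compound addition and 5 hr at ambient temperature, polarization is measured and normalized to unbound and bound controls.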
# RGS12 GoLoco inh = RGS12 GoLoco-Gai1 interaction inhibition | P63096 | Gai1:RGS12 GoLoco peptide FP, rhodamine, 10 min | Potency, µM (doses to about 61.6 µM), for inactives: at the highest dose activity, negative = inhibition, most hits filed as inhibitors | 230,000 compounds, 0.44% hits | AID 880; active means well fitted inhibition curve with a large enough effect, not every such curve was filed as active; inactive means no such curve, though single readings can be large or run the other way; further: on the % scale 0 is the no-effect control and ±100 the full control effect; nearly all actives have a fitted effect of over 30% in size; many of its hits are not listed in these tables
# Target sequence (P63096 whole entry, looked up): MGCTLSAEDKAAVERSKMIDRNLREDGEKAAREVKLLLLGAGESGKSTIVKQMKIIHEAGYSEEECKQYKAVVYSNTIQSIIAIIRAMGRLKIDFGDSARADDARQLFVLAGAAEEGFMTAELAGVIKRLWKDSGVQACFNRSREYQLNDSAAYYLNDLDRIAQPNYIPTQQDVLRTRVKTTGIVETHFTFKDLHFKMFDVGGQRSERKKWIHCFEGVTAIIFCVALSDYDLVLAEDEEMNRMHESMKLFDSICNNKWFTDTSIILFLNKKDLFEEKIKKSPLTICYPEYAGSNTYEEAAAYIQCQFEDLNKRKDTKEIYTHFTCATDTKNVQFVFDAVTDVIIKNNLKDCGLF
# Numbers without * were called inactive; i = inactive; ? = inconclusive; . = not tested or not shown; [ ] = dose if it differs, or a comment. Unless noted, the call rests on the fitted dose curve; in most records, active means well fitted curve in the direction sought with a large enough effect; inconclusive means small, poorly fitted or top-dose-only effect, or another doubt; inactive means no such curve, though single readings can be large; an effect the other way counts as inactive or inconclusive. Potency means the concentration at half of the fitted maximal effect.
SMILES,KDM4E inh,Lamin A splicing,SMN2 splice up,ALDH1A1 block,RECQ1 helicase,TexasRed fluor,TRb SRC2 PPI,RGS12 GoLoco inh
c1ccc(-c2cc3nccc(-c4ccccn4)n3n2)cc1,-6%,?,.,4%,-6%,-4%,-2%,.
CCOc1ccccc1N1CCN(C/C=C/c2ccc(N(C)C)cc2)CC1,?,1%,-25%,?,-8%,1%,-5%,-16%
Cc1c(C#N)c(NC(=O)c2ccccc2)n(Cc2ccccc2)c1C,13%,-5%,-22%,-6%,-6%,-7%,-1%,2%
COCCCNc1nc(SCc2ccccc2)nc2sc3c(c12)CCC3,3%,9%,-29%,-10%,-10%,1%,2%,12%
CCOC(=O)c1cn(-c2nc(-c3ccc(Cl)c(Cl)c3)cs2)c2c(F)c(N3CCOCC3)c(F)cc2c1=O,10%,5%,-3%,7%,i,1%,-2%,5%
O=C(Nc1ccc(S(=O)(=O)Nc2ncccn2)cc1)c1ccccc1NS(=O)(=O)c1ccc(Cl)cc1,?,.,.,.,i,2%,-2%,2%
Fc1ccc(N2CCN(Cc3cnc(N4CCOCC4)s3)CC2)cc1,5%,?,-48%[inhibitor],-1%,i,-5%,-5%,-1%
COc1cccc(N2CCN(c3ncnc4c3cnn4-c3ccc(C)cc3C)CC2)c1,?,?,-90%[inhibitor],?,-11%,0%,0%,7%
COCCn1c(C)cc(C(=O)CN2C(=O)NC3(CCCCCCC3)C2=O)c1C,-2%,?,?,1%,i,1%,-21%,4%
CCOC(=O)c1sc2c(c1C)C(c1cccs1)C1=C(CCCC1=O)N2 (configuration not stated),?,?,-10%,?,i,0%,-4%,4%
O=C(NCCCl)Nc1cccc(Br)c1,-3%,2%[46 µM],.,4%,12%,-4%,-2%,7%
COc1cccc(OCCSc2nnc3sc4ccccc4n23)c1,-6%,3%,?,4%,-8%,-2%,1%,-7%
N#CCO/N=C(\c1ccccc1)c1ccncc1,7%,-8%[0.0737 µM],-22%,?,3%,1%,6%,-1%
COc1ccc(N2CCN(S(=O)(=O)c3ccc(C(=O)NC4CCCC4)cc3)CC2)cc1,3%,-2%,-3%,?,-7%,-2%,-1%,3%
O=C(CSc1nc(-c2ccc(F)cc2)cc(C(F)(F)F)n1)Nc1ccc2c(c1)OCO2,-4%,4%,29%,5%,-2%,6%,-3%,1%
CC(=O)NCC1(O)CCCC(C)C1 (configuration not stated),5%,.,.,.,-15%,-2%,1%,-5%
CC1CCCC(C)N1CCCNC(=O)c1cc2c(=O)n(C)c3ccccc3c2n1C (configuration not stated),?,-22%,2%,?,-17%,0%,1%,7%
C/C(=N\NC(=O)CSc1nc2ccccc2o1)c1ccc(O)cc1,-2%,.,10%,24µM*,-1%,-2%,1%,-11%
CCC(C)[C@H](NC(=O)OC(C)(C)C)C(=O)N/N=C/c1ccc2cc(OC)ccc2n1 (some centres not stated),?,-6%,-21%,?,0%,5%,-5%,-1%
CCOC(=O)c1c(C)[nH]c(NC(=O)N2CCOCC2)c1C,-5%,1%,-11%,5%,i,-3%,-9%,5%
Cc1ccc2nc(C(Cl)(Cl)Cl)nc(N/N=C/c3ccncc3)c2c1,-15%,.,.,-5%,-7%,-5%,-6%,11%
Cc1cc(C)nc(N2CCCC(C(=O)NC3CCCC3)C2)n1 (configuration not stated),-7%,-13%,.,-15%,-8%,0%,-7%,.
O=C(CCCOc1ccc(Cl)cc1Cl)Nc1ccncc1,-1%,?,-22%,?,-6%,-2%,-7%,13%
Cc1ccc(C(=O)Nc2sc3c(c2C#N)CCCCC3)cc1C,i,7%,?,?,-5%,3%,-8%,8%
O=C(NCCC1=CCCCC1)c1ccc(Br)o1,4%,-1%,29%,3.5µM*,-1%,-7%,6%,-11%
O=C(NC(=S)N1CCCCC1)c1csc([N+](=O)[O-])c1,-1%,.,.,.,-5%,-2%,0%,-5%
Cc1nccc(-c2ccc(-n3c(C)ccc3C)cc2)n1,?,?,10%,-3%,i,-1%,0%,17%
COC(=O)Cc1c(C)c2ccc(OC(=O)c3ccco3)cc2oc1=O,?,7%,-4%,69%[activator],0%,4%,-2%,4%
O=C(Nc1ccc(O)cc1)c1cc2n(n1)C(C(F)(F)F)CC(c1ccco1)N2 (configuration not stated),-5%,?,-11%,1%,-1%,-1%,5%,6%
Cc1ccccc1CNc1ccc(C(CC(N)=O)NC(=O)c2ccc(Br)cc2)cc1[N+](=O)[O-] (configuration not stated),12%,.,.,.,7%,0%,3%,1%
CCN1CCN(S(=O)(=O)c2ccc(Oc3ccccc3OC)cc2)CC1,-1%,?,-16%,7%,-4%,4%,-2%,4%
CCNS(=O)(=O)c1ccc(NC(=O)Nc2cccc(OC)c2)cc1,-2%,?,4%,-9%,-6%,1%,-29%,1%
Cc1ccccc1NC(=O)c1c(Cl)nc(C)c(Cl)c1C,3%,-13%,-11%[1.84 µM],6%,-4%,-1%,-5%,6%
CN(C)C(=O)c1ccc(-c2cncnc2-n2ccnc2)cc1,.,6%,.,-4%,-7%,.,.,5%
COc1cccc(CNC(=O)CCCNS(=O)(=O)c2cccs2)c1,8%,-10%,-25%,-2%,0%,-4%,-3%,-9%
NS(=O)(=O)c1ccc(CCNC(=O)CCCn2c(SCC(=O)N3CCCC3)nc3ccsc3c2=O)cc1,7%,25%[9.22 µM],-11%,-6%,i,0%,-1%,-5%
Cc1ccc(S(=O)(=O)N/N=C(\c2ccccc2)c2cccnc2)cc1,2%,-10%[46 µM],-15%,6%,i,-1%,-8%,14%
O=C(Nc1ccccc1)C1=C[C@H](C2CCCCC2)C[C@H](OCc2ccc(CO)cc2)O1,2%,.,.,1%,-24%,-4%,-12%,1%
CCCC(=O)NCCSC,8%,7%,5%,-1%,-5%,0%,-19%,-4%
COCCNC(=O)COc1cc(=O)n(C)c2ccccc12,-5%,3%,6%,4%,-12%,2%,3%,-2%
c1ccc(SCc2nc3ccccc3[nH]2)nc1,10%,?,6%,6%,-3%,-3%,6%,-3%
COC(=O)CNC(=O)C1Cc2ccccc2CN1S(=O)(=O)c1cccs1 (configuration not stated),4%,.,.,.,-3%,-1%,-7%,5%
O=C(CN1NS(=O)(=O)c2ccccc2C1=O)Nc1ccccc1OC(F)F,11%,5%,3%,-19%,-13%,-2%,4%,1%
COc1ccccc1NC(=O)CC1S/C(=N/N=C2\CCCc3ccccc32)NC1=O (configuration not stated),-12%,-11%[46 µM],-16%,5%,-4%,-1%,-2%,6%
COC(=O)c1nn(-c2ccccc2)c(=O)cc1Oc1ccccc1,0%,15%,-34%[inhibitor],1%,i,-2%,-12%,2%
CCOc1ccc(-c2c(=O)n(OCc3ccccc3Br)c3ccccc3[n+]2[O-])c(OCC)c1,?,-12%[46 µM],4%,-3%,i,6%,-1%,13%
O=C(CN1N=C(c2ccccc2)CCC1=O)NCc1ccco1,6%,-10%,-2%,-7%,-1%,3%,-1%,16%
CCOc1cc(CNc2nn[nH]n2)ccc1OCC(=O)NC(C)(C)C,-3%,6%[46 µM],7%,2%,-13%,1%,5%,3%
Cc1nc2nc[nH]n2c(=O)c1CCC(C)C,-4%,4%,25%,?,-10%,0%,10%,-6%
CC1Cn2c(nc3c2c(=O)[nH]c(=O)n3C)O1 (configuration not stated),5%,7%,9%,-6%,-7%,-7%,5%,-1%

# (list continues)
SMILES,KDM4E inh,Lamin A splicing,SMN2 splice up,ALDH1A1 block,RECQ1 helicase,TexasRed fluor,TRb SRC2 PPI,RGS12 GoLoco inh
COc1ccc(N(CC(=O)N/N=C/c2ccc3c(c2)OCO3)S(=O)(=O)c2ccccc2)cc1,-6%,-4%[46 µM],2%,-2%,i,-3%,2%,6%
CNC(=O)C1CC(=O)N(CCc2ccccc2)C(=Nc2ccc(OC)cc2)S1 (configuration not stated),10%,.,5%,7%,-8%,0%,-5%,5%
CN(C)c1c(N)[nH]c2c(c1=O)c(=O)n(C)c(=O)n2C,-26%,2%,-4%,0%,i,-5%,-4%,-9%
Cc1ccc(S(=O)(=O)NCCCCCC(N)=O)cc1,-5%,4%,-18%,-8%,-4%,0%,1%,8%
Cn1ncc(N=Cc2ccccc2[N+](=O)[O-])c1C(N)=O,?,.,.,.,i,-3%,4%,6%
Cc1ccccc1C(=O)NNc1ncnc2c1cnn2C,-8%,-8%[46 µM],9%,3%,-6%,-1%,-1%,20%
COc1ccc(-c2[nH]n(-c3ccc([N+](=O)[O-])cc3)c(=O)c2C=NCc2ccncc2)cc1,-4%,-15%,-7%,-5%,-11%,-5%,-4%,9%
O=C(CN(Cc1ccco1)C(=O)CNS(=O)(=O)c1ccc(Cl)cc1)NCC1CCCO1 (configuration not stated),0%,.,.,.,-10%,-1%,3%,2%
Cc1ccc(/C=C/C(=O)O)cc1S(=O)(=O)Nc1ccc(C(=O)O)cc1,-2%,.,.,.,6%,0%,-6%,-11%
CC(=O)OCC1(C)CN(c2ccccc2)N(C(=O)c2ccc(F)cc2)C1=O (configuration not stated),1%,.,-49%[inhibitor],-25%,4%,-4%,-3%,-5%
Cc1cc(C)c(S(=O)(=O)/N=C2\C=CC(=O)C(Cl)=C2)c(C)c1,-28%,7%,-9%,?,?,-27%,0%,-1%
O=C(CNC(=O)c1ccco1)N/N=C/c1c[nH]c2ccccc12,-6%,22%[46 µM],4%,4%,-2%,-1%,-3%,6%
C/C(=N/OC(=O)CC(C)C)c1cc(-c2ccc(Cl)cc2)no1,-1%,?,18µM*,5%,i,-5%,0%,9%
CCO[C@H]1OC(C(N)=O)=C[C@@H](c2ccc(Br)cc2)[C@@H]1CCCO,7%,.,.,6%,-13%,-4%,0%,8%
O=c1[nH]c(-c2cccnc2)nc2ccccc12,9%,-1%,1%,12%,2%,-1%,-17%,-7%

# Bioassay records deposited in PubChem BioAssay by National Center for Advancing Translational Sciences (NCATS).

# The list is partial. The share of hits here may be higher or lower than overall.
